# High-throughput results as filed in PubChem BioAssay.
# PP1 counter = blocks human PP1-alpha phosphatase, a PP5 counter-screen. P62136. purified PP1alpha, OMFP fluorescence. inhibition, % at 6.7 µM. 320,000 tested, 0.9% active;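 active = inhibition above the mean inhibition of all tested compounds plus 3 SD, computed separately for each screening campaign, cut at about 15% in these data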
# Target sequence (P62136 whole entry, looked up): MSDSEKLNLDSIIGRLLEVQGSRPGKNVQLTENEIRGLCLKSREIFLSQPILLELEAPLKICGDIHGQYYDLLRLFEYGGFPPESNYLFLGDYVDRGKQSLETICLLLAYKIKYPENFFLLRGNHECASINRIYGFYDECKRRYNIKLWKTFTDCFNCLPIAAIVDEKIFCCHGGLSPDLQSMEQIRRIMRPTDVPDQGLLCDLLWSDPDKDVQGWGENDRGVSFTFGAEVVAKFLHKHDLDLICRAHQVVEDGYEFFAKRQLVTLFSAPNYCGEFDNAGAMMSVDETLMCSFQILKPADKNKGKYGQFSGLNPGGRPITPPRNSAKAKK
# EBNA-1 inhibitor = blocks EBNA-1 binding to DNA; EBNA-1 DNA binding, fluorescence polarization; inhibition, % at 14.8 µM; 300,000 tested, 0.34% active; AID 1950; in the data active = inhibition above about 28%
# PP5 primary = blocks human protein phosphatase 5 activity; P53041; purified PP5c, OMFP substrate fluorescence; inhibition, % at 6.7 µM; 320,000 tested, 0.18% active;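 active = inhibition above the campaign's mean inhibition across all tested compounds plus 3 SD, cut at about 9.5% in these data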;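 also: 0% = DMSO only and 100% = 100 µM cantharidin control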
# Target sequence (P53041 whole entry, looked up): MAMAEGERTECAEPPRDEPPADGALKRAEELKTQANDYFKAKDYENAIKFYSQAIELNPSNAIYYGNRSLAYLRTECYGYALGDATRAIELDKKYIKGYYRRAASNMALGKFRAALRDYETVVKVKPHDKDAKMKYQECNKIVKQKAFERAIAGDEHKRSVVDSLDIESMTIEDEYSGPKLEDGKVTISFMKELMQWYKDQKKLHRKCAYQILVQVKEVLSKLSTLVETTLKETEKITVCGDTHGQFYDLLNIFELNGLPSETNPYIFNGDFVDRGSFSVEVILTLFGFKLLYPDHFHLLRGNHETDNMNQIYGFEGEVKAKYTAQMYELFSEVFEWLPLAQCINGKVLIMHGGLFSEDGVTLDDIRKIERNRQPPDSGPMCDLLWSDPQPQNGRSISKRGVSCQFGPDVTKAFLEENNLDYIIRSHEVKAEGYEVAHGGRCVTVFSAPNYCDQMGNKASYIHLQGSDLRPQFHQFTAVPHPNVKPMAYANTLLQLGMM
# core dimer inh = blocks dimerization of HCV core protein; 300,000 tested, 0.33% active; TR-FRET GST/Flag-core106 dimerization, 1536-well; inhibition, % at 5 µM;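 active = inhibition above the mean of all tested compounds plus 3 SD, set per screening campaign, cut at about 45% in these data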
#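 System: GST/Flag-tagged HCV core106 proteins. Incubation: compound-protein-antibody incubation 4 h at 22.5 °C. Technique: HTRF with 340 nm excitation, 617/671 nm emission. Medium: KF-containing HEPES buffer, pH 7.45, DTT, CHAPS, BSA. Read-out: inhibition (%) from 671 over 617 nm ratio. Also added: Eu(K)-anti-GST 90 ng/mL plus XL665-anti-Flag 1 µg/mL.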
# PREPL inhibitor = inhibits the human prolyl oligopeptidase-like enzyme; Q4J6C6; recombinant PREPL, fluorescence polarization activity-based probe; inhibition, % at 5.96 µM; 320,000 tested, 0.68% active; in the data active = inhibition above about 43%;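 also: 0% = enzyme with DMSO and 100% = wells lacking enzyme; many of its hits are not listed in these tables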
# Efflux pump inh = inhibitors of Candida antifungal efflux pumps expressed in yeast. inhibition, % at 10 µM. 330,000 tested, 0.44% active. S. cerevisiae Candida pump triplex, Nile Red efflux;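 active = plate passing quality check with inhibition over a set limit, or well fluorescence over plate mean plus 4 SD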;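 also: Nile Red retained in pooled yeast measured as flow cytometry median fluorescence; 0% = buffer negative control and 100% = Enniatin B positive control; higher means more Nile Red kept so more efflux inhibition; some compounds called inactive have numbers as strong as hits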
# ZTA counter = ZTA (EBV) inhibition in EBNA-1 counter-screen | P03206 | ZTA-DNA binding, fluorescence polarization | inhibition, % at 11 µM | 320,000 tested, 0.15% active; in the data active = inhibition above about 33%
# Target sequence (P03206 whole entry, looked up): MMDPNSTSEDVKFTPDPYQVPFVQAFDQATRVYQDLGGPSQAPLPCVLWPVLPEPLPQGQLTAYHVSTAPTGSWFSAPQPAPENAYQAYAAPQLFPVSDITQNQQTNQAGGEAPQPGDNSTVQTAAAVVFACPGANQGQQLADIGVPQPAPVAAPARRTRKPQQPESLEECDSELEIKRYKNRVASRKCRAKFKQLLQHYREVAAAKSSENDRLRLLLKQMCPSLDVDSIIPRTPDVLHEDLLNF
# TPT1 inhibitor = C. albicans TPT1 enzyme inhibition; recombinant caTPT1, FP RNA substrate dephosphorylation; inhibition, % at 5 µM; 300,000 tested, 0.81% active; AID 1962;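 active = inhibition above the mean of all tested compounds plus 3 SD, set per screening campaign, cut at about 24% in these data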;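 also: plate controls were DMSO alone for no effect and ferristatin control at 100 nM for full effect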
# Fh CTSL1 inh = cathepsin L1 inhibition, PFM18AAP counter-screen | inhibition, % at 5.96 µM | AID 1906 | recombinant F. hepatica cathepsin L1, Z-Leu-Arg-MCA fluorescence | 300,000 tested, 0.49% active;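 active = inhibition above the mean of all tested compounds plus 3 SD, set per screening campaign, cut at about 17% in these data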;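 also: 0% = plate median of test compound wells and 100% = 1 µM Z-Phe-Ala-diazomethylketone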
# * hit, by the source's call; . = not tested or not shown. The list is partial; count on the stated rates, not on these rows.
SMILES	PP1 counter	EBNA-1 inhibitor	PP5 primary	core dimer inh	PREPL inhibitor	Efflux pump inh	ZTA counter	TPT1 inhibitor	Fh CTSL1 inh
Cc1ccc(S(=O)(=O)NC(=O)N2CCN(Cc3c(F)cccc3Cl)CC2)cc1	-5	2	2.7	-2	-10	0.1	6	2	0
COc1ccc2[nH]c(=O)c(CN(CCO)C(=O)c3cccs3)cc2c1	1	11	-0.5	-3	-6	-0.1	1	-3	-3
CCN(CC)S(=O)(=O)c1ccc(NC(=O)c2cccc3c2C(=O)N(CCOC)C3)cc1	-3	4	2.0	13	4	-0.1	-5	-2	0
O=C1[C@@H]2Cc3ccccc3CN2C(=O)N1c1cccc(F)c1	-5	0	0.5	0	1	0.1	-6	1	-2
Cc1ccc(N(C)C(=O)CCS(=O)(=O)c2cc3c(cc2Cl)NC(=O)CO3)cc1	-1	7	2.0	-142	-5	0.3	-2	2	2
COc1cccc(NC(=O)c2nn(C)c(C(=O)Nc3cccc(OC)c3)c2[N+](=O)[O-])c1	1	4	1.9	-3	3	0.2	-8	1	0
O=C(Oc1ccc2ccc(=O)oc2c1)c1ccccc1	0	4	0.4	-1	8	0.0	1	0	-4
CCOCCCNCC(=O)NC1(C)C2CCC(C2)C1(C)C (centres undefined)	1	-2	0.0	3	-3	0.0	-7	-1	0
CCCCCC(=O)Nc1ccc2oc(-c3cccnc3)nc2c1	3	1	1.8	-5	-13	0.1	-9	-4	3
CCOc1ccccc1NC(=O)C1CCN(S(=O)(=O)c2c(C)nn(C)c2C)CC1	3	7	2.6	10	-16	0.2	3	3	-4
CNS(=O)(=O)c1ccc(NC(=O)c2cc(-c3ccncc3)nc3ccc(Cl)cc23)cc1	1	5	-0.5	-22	-2	-0.1	-9	2	6
O=C(Cc1ccc(S(=O)(=O)N2CCOCC2)s1)NCCOc1ccccc1	-4	-4	0.4	4	3	0.0	-6	2	1
CNc1ccc2c3c(cccc13)C(=O)N(C)C2=O	-42	-21	-26	-36	64*	0.2	-7	-63	1
CCOc1cc(CN2CCCCCC2)ccc1OC	0	-6	2.7	0	4	0.4	-5	-2	-2
Cc1cccc(NC(=O)Nc2ccc(C)c(C)c2)n1	1	-2	2.6	13	-5	0.0	11	0	0

# A stretch from further up, for reference:
SMILES	PP1 counter	EBNA-1 inhibitor	PP5 primary	core dimer inh	PREPL inhibitor	Efflux pump inh	ZTA counter	TPT1 inhibitor	Fh CTSL1 inh
O=C(Cc1ccc(S(=O)(=O)N2CCOCC2)s1)NCCOc1ccccc1	-4	-4	0.4	4	3	0.0	-6	2	1
CNc1ccc2c3c(cccc13)C(=O)N(C)C2=O	-42	-21	-26	-36	64*	0.2	-7	-63	1

# New compounds follow:
SMILES	PP1 counter	EBNA-1 inhibitor	PP5 primary	core dimer inh	PREPL inhibitor	Efflux pump inh	ZTA counter	TPT1 inhibitor	Fh CTSL1 inh
Cc1ccc(NC(=O)CN(C)C(=O)CNC(=O)c2cccs2)cc1	-4	2	-2.4	0	-7	0.1	8	2	1
O=C(Nc1ccccc1C(=O)NC(Cc1ccccc1)C(=O)O)c1ccco1 (centres undefined)	2	-6	1.4	-4	-5	-0.2	-2	0	-3
Cc1ccn2c(-c3csc(NCc4ccco4)n3)c(C)nc2c1	-3	1	-1.2	-6	28	-0.1	9	2	1
COc1ccc2c(Cl)c(C(=O)N/N=C/c3c(C)[nH]c4ccccc34)sc2c1	4	2	1.0	15	20	-0.1	13	17	3
CC(C)Cn1c(CN2CCN(c3ccccc3F)CC2)nc2c1c(=O)[nH]c(=O)n2C	-3	7	-0.7	17	-1	-0.1	16	-3	6
CN(C)CCNC(=S)Nc1ccc(Cl)cc1	-6	4	-2.4	0	2	0.0	9	-1	1
Cc1ccc(-n2cccc2/C=C2\C(=N)N3N=C(C(C)C)SC3=NC2=O)cc1	3	6	2.8	21	2	0.8	4	6	6
O=C(NC(=S)Nc1cccnc1)c1ccccc1	-3	-8	-0.1	-13	8	0.0	-14	6	3
Cc1cccc(OCC(=O)NCC(=O)N/N=C/c2cccnc2)c1	-3	1	-2.7	0	-4	0.0	6	0	-1
O=C(Nc1ccccc1)c1csc(-c2ccccc2)n1	0	-2	1.3	8	2	-0.1	3	-2	-1
CCOc1ccc2c(C)nc(NC3=NC(C)(C)C=C(C)N3)nc2c1	-1	-4	1.6	-7	19	0.0	2	2	-3
CC(=O)c1cccc(NCC(=O)Nc2cccc(S(=O)(=O)N3CCCCC3)c2)c1	6	6	3.3	5	-1	0.0	-6	2	4
O=C(Nc1nnc(S(=O)(=O)N2CCCC2)s1)c1cccc([N+](=O)[O-])c1	0	7	2.2	15	3	0.0	10	-3	3
COc1ccc(-n2c(COc3cccc(C)c3)nnc2SCC(=O)O)cc1	-8	-7	0.9	5	-18	0.0	-16	-3	-2
CC1(C)CC(CCNC(=O)CCl)(c2ccccc2)CCO1 (centres undefined)	1	-18	-1.1	0	12	0.4	0	1	3

# Complete entries, quoted from the list. Order of screens: PP1 counter | EBNA-1 inhibitor | PP5 primary | core dimer inh | PREPL inhibitor | Efflux pump inh | ZTA counter | TPT1 inhibitor | Fh CTSL1 inh
# Record of Cc1ccn2c(-c3csc(NCc4ccco4)n3)c(C)nc2c1 : -3 | 1 | -1.2 | -6 | 28 | -0.1 | 9 | 2 | 1
# Record of COc1ccc2c(Cl)c(C(=O)N/N=C/c3c(C)[nH]c4ccccc34)sc2c1 : 4 | 2 | 1.0 | 15 | 20 | -0.1 | 13 | 17 | 3
# Record of CC(=O)c1cccc(NCC(=O)Nc2cccc(S(=O)(=O)N3CCCCC3)c2)c1 : 6 | 6 | 3.3 | 5 | -1 | 0.0 | -6 | 2 | 4

# Look-ups from the results shown:
# Reading for Cc1ccc(-n2cccc2/C=C2\C(=N)N3N=C(C(C)C)SC3=NC2=O)cc1 under core dimer inh: 21
# Reading for Cc1ccn2c(-c3csc(NCc4ccco4)n3)c(C)nc2c1 under ZTA counter: 9

# Further records follow.
SMILES	PP1 counter	EBNA-1 inhibitor	PP5 primary	core dimer inh	PREPL inhibitor	Efflux pump inh	ZTA counter	TPT1 inhibitor	Fh CTSL1 inh
Cc1ccc(-c2nnc(NC3CCCC3)s2)cc1	4	-2	-0.1	-18	20	-0.3	6	-1	0
CN(C(=O)COC(=O)c1ccccc1Cc1ccccc1)C1CCS(=O)(=O)C1 (centres undefined)	0	5	0.6	12	9	0.1	2	-5	-2
Cc1ccccc1/C=C/c1nc2ccccc2c(=O)[nH]1	20*	1	0.0	-4	-10	0.0	2	-4	2
CC1CCCN(C(=O)c2ccc(NC(=O)CC3SC(N4CCCC4)=NC3=O)cc2)C1 (centres undefined)	0	6	-1.3	2	3	-0.3	1	-1	4
CC1c2[nH]c3ccccc3c2CCN1S(C)(=O)=O (centres undefined)	4	-18	2.2	-9	16	0.0	-21	-4	1
CC(=O)Nc1cccc(NC(=O)c2cc(C)on2)c1	-6	10	-1.1	-5	4	0.0	11	-4	-1
CC1CN(S(=O)(=O)N(C)C)CCN1S(=O)(=O)N(C)C (centres undefined)	-2	-3	-0.5	0	3	0.0	-4	-1	-4
COc1ccccc1CNC(=O)COC(=O)c1ccc(S(=O)(=O)N2CCCC2)cc1	1	17	-0.2	3	1	-0.2	-6	-1	1
c1ccc(SCCCCNC2CCCC2)cc1	-3	7	2.7	-3	0	0.2	-3	-1	-3
Cn1nc(C(=O)NNc2c(F)c(F)cc(F)c2F)c2ccccc2c1=O	-1	-3	-1.0	0	3	0.0	-16	-3	-2
COc1ccc(N(CC(=O)Nc2ccc(C(C)C)cc2)S(=O)(=O)c2c(C)noc2C)cc1	0	2	3.2	-5	1	-0.1	-13	-2	3
CCOc1ccc(C(=O)/C=C/c2ccc(OC)c(OC)c2)cc1	0	6	1.1	6	7	0.0	15	-3	6
CCN(C(=O)CN1C(=O)NC2(CCCc3ccccc32)C1=O)c1ccc(F)cc1 (centres undefined)	4	.	2.1	.	3	0.2	-5	.	.
CCN(CC)S(=O)(=O)c1ccc(N/N=C/c2cc(OC)ccc2O)nc1	10	9	0.9	3	6	0.0	23	1	2
COc1cc(CNC2CCCC2)cc(Br)c1OCC(=O)Nc1ccccc1C	-3	9	-1.9	-1	14	0.1	8	-1	4
Cc1ccc(S(=O)(=O)NC2c3cccc4cccc(c34)C2Sc2ncccn2)cc1 (centres undefined)	0	-6	4.0	5	-4	0.4	7	1	-1
CC1(C)Cc2c(cnn2-c2ccccc2)C(NC(=O)CCN2CCCCO2)C1 (centres undefined)	3	-7	2.7	-14	13	-0.1	-12	-1	-3
CC(C)NC(=O)c1ccccc1NC(=O)CCS(=O)(=O)Cc1ccccc1	1	4	2.3	-2	16	-0.1	-12	1	6
COc1ccc2nc(NC(=O)C3CCN(S(=O)(=O)c4cccs4)CC3)sc2c1	1	5	6.0	-14	-10	0.0	-2	-4	1
Cc1cc(NC(=O)CCC(=O)N(c2cccc(F)c2)C(C(=O)NC2CCCC2)c2ccc(C)o2)no1 (centres undefined)	4	9	0.8	9	9	-0.1	9	-2	10
CNC(=O)COc1ccc(S(=O)(=O)Nc2ccc(C)cc2)cc1	-2	-7	-1.5	-2	3	-0.1	9	0	-2
O=C(COC(=O)c1ccccc1C(=O)c1ccc(Cl)c([N+](=O)[O-])c1)NC1CC1	-4	5	-1.9	5	-3	-0.1	0	-2	3
CCOC(=O)c1c(C)n(C)c2c(C)cc(O)c(OC(=O)CC)c12	4	3	0.4	-1	-5	-0.2	-8	-2	-33
CCOC(=O)c1ccc(NCc2nc3ccccc3n2C)cc1	-2	-2	4.7	-4	10	0.2	18	1	-23
COc1ccc(C(=O)NNC(=O)CSc2nnc(C)n2CC2CCCO2)cc1 (centres undefined)	2	17	-1.8	0	20	-0.1	-9	-5	5
Cn1c(=O)[nH]c(=O)c2c1nc(Sc1ncccn1)n2CCCc1ccccc1	-2	6	-0.8	-3	4	0.0	4	1	-1
CC1=C(C(=O)N(C)CCC#N)C2(CCCCC2)OC1=O	-4	12	-1.3	-4	2	0.1	9	-2	0
Cc1nc2scc(-c3ccc(C(C)C)cc3)c2c(=O)n1N	-1	6	1.8	-1	3	-0.1	-6	-1	3
O=C(Nc1nc(-c2ccccn2)cs1)c1ccc([N+](=O)[O-])o1	11	-7	2.1	1	-4	0.1	-4	-4	16
CCO[C@H]1OC(C(=O)N2CCN(Cc3ccc4c(c3)OCO4)CC2)=C[C@@H](c2ccc(Br)cc2)[C@@H]1CCCO	3	1	5.0	8	47*	0.0	-13	-2	-1
O=C(Nc1cccc(NC(=O)C2CCCO2)c1)C1CCCO1 (centres undefined)	-1	-1	-1.4	0	0	-0.1	2	-5	-3
Cc1ccc(N2CCN(C(=O)c3ccccc3NC(=O)c3ccccc3C(=O)O)CC2)cc1	-3	6	0.2	3	-19	-0.1	-5	-3	1

# 5 compounds picked at random from those above, as already listed:
SMILES	PP1 counter	EBNA-1 inhibitor	PP5 primary	core dimer inh	PREPL inhibitor	Efflux pump inh	ZTA counter	TPT1 inhibitor	Fh CTSL1 inh
CN(C)CCNC(=S)Nc1ccc(Cl)cc1	-6	4	-2.4	0	2	0.0	9	-1	1
COc1ccc2[nH]c(=O)c(CN(CCO)C(=O)c3cccs3)cc2c1	1	11	-0.5	-3	-6	-0.1	1	-3	-3
CCOc1ccc2c(C)nc(NC3=NC(C)(C)C=C(C)N3)nc2c1	-1	-4	1.6	-7	19	0.0	2	2	-3
COc1cc(CNC2CCCC2)cc(Br)c1OCC(=O)Nc1ccccc1C	-3	9	-1.9	-1	14	0.1	8	-1	4
CC1(C)CC(CCNC(=O)CCl)(c2ccccc2)CCO1 (centres undefined)	1	-18	-1.1	0	12	0.4	0	1	3
